KCNH2 3.1 inh: qHTS for Inhibitors of KCHN2 3.1: Mutant qHTS; activity change, % (tested at about 1.8 µM); AID 720553, 2013; 0.95% of 340,000 active; U2OS KCNH2 3.1, thallium flux FluxOr; active compounds read low;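 active = maximum activity change below -70%; inconclusive = maximum activity change from -70% to -50%; inactive = maximum activity change above -50%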;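 note: thallium influx rate constant from kinetic fluorescence after stimulation buffer; % is set by controls: 0 for no effect and ±100 for the full control effect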
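Normalized rate constant (relative to positive and negative DMSO controls) derived from a 2 min kinetic fluorescence read after stimulation; U2OS cells expressing the 3.1 isoform via virus at 1.77 x 10^8 /mL.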
PKM2 act: qHTS Assay for Activators of Human Muscle isoform 2 Pyruvate Kinase. purified PKM2, Kinase-Glo ATP luminescence, activation; response scale: 0% is enzyme alone, no compound. Potency, µM (titrated, usually from 57.5 µM), inactives show at the top dose activation, usual class: activators. 0.34% of 260,000 active. Pyruvate kinase PKM (Homo sapiens), P14618; note: potency is the fitted concentration of half-maximal effect; % is set by controls: 0 for no effect and ±100 for the full control effect; nearly all actives have a fitted effect of over 55% in size
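ATP formation by purified human PK-M2, quantified via coupled luciferase luminescence after 1 h at room temperature with 0.1 mM ADP and 0.5 mM PEP final.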
RORgamma inh: qHTS for inhibitors of ROR gamma transcriptional activity; Potency, µM (highest dose often 53.6 µM), for inactives: at the top dose activity change, negative = inhibition, hits mostly inhibitors; AID 2551, 2010; Drosophila S2 Gal4-RORgamma UAS-luciferase reporter, 20 h; Nuclear receptor ROR-gamma (Mus musculus), P51450; 5.4% of 310,000 active; note: potency is the fitted concentration of half-maximal effect; % is set by controls: 0 for no effect and ±100 for the full control effect; nearly all actives have a fitted effect of over 60% in size
Target sequence (P51450 whole entry, looked up, the tested form may be a part): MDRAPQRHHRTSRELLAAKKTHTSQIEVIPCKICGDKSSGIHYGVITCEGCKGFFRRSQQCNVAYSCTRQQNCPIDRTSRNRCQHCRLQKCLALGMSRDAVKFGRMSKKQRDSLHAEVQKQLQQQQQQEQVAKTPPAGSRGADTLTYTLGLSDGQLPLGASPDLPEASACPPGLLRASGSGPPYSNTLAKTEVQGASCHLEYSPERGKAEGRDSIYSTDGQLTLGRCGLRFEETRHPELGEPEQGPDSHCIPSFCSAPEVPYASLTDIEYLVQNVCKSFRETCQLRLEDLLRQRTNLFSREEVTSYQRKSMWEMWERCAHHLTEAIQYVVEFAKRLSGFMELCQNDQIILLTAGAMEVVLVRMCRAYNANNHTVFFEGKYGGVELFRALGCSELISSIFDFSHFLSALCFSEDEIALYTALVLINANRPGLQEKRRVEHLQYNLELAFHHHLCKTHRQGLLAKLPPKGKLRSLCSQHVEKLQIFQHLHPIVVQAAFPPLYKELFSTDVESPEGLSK
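Luminescence from a UAS-regulated Photinus luciferase reporter in stably transfected Drosophila Schneider cells is measured; decreased signal marks ROR gamma inhibition. Fusion expression is induced by 700 uM copper sulfate for 20 hr.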
NPC1 promoter act: qHTS Assay for NPC1 Promoter Activators; Huh7 NPC1 promoter luciferase reporter, 24 h; Potency, µM (series often up to 9.22 µM), inactives show top-dose activation, hits mostly activators; 2.4% of 320,000 active;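 note: potency is the fitted concentration of half-maximal effect; % of control where 0% means no effect; nearly all actives have a fitted effect of over 60% in size; reporter is driven by a mutant NPC1 promoter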
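Cells: Huh7 expressing luciferase under the NPC1 promoter, 1500/well. Seeded 2 h, compound added, incubated 24 h at 37 °C. Luciferase reagent, 10 min ambient, then luminescence.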
MBNL1-CUG inh: qHTS Assay for Inhibitors of MBNL1-poly(CUG) RNA binding; Muscleblind-like protein 1 (Homo sapiens), Q9NR56; TR-FRET MBNL1-His/biotin-(CUG)12 binding, 665/545 ratio; Potency, µM (highest dose often 57.5 µM), for inactives: top-dose activity change, negative = inhibition, actives largely listed as inhibitors; 0.036% of 280,000 active; AID 2675, 2010; active = well fitted inhibition curve with a large enough effect in the signal ratio, with a control signal flat, not every such curve was filed as active; inconclusive = small, poorly fitted or top-dose-only effect, or effect the other way, or a change in a side signal; inactive = no such curve, though single readings can be large or run the other way; the % refers to the signal ratio; note: potency is the fitted concentration of half-maximal effect; % is set by controls: 0 for no effect and ±100 for the full control effect
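TR-FRET between His-tagged MBNL1 and biotin-(CUG)12 RNA, detected with Tb anti-His antibody (0.055 ng/ul) and streptavidin-XL665 (5 nM), 60 min at room temperature. Compounds titrated 92 nM to 58 uM; 665/545 nm ratio normalized to buffer and complex controls.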
Mito fusion act: qHTS Assay for Small Molecule Inhibitors of Mitochondrial Division or Activators of Mitochondrial Fusion. S. cerevisiae fusion-defective mutant growth rescue, CellTiterGlo 48 h. Potency, µM (highest dose often 46.1 µM), without a hit: at the top dose growth rescue (activation), most hits filed as activators. 0.23% of 320,000 active. AID 485298, 2010;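 note: potency is the fitted concentration of half-maximal effect; % of control where 0% means no effect; nearly all actives have a fitted effect of over 45% in size; temperature-sensitive fusion mutants such as fzo1-1 at 37 °C on non-fermentable ethanol glycerol medium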
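Yeast fusion mutant, YPEG (non-fermentable carbon), compound, 48 h at 37C non-permissive; CellTiterGlo added, 10 min RT, luminescence read. Rescued growth = division inhibition.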
Gal4-VP16 FLuc: VP16 counterscreen qHTS for inhibitors of ROR gamma transcriptional activity; Drosophila S2 Gal4-VP16 UAS-luciferase, luminescence, 20 h; Potency, µM (top dose mostly 53.6 µM), for the others: at the highest dose activity, negative = inhibition, usual class: inhibitors; 3.5% of 310,000 active;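 note: Gal4-VP16 expression switched on by copper sulfate through the metallothionein promoter; potency is the fitted concentration of half-maximal effect; % is set by controls: 0 for no effect and ±100 for the full control effect; nearly all actives have a fitted effect of over 50% in size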
FLuc modulator: qHTS profiling assay for firefly luciferase inhibitor/activator using purifed enzyme and Km concentrations of substrates (counterscreen for miR-21 project); Luciferin 4-monooxygenase (Photinus pyralis), P08659; purified FLuc, Km substrates, luminescence inhibition; 6.9% of 360,000 active; AID 588342, 2011; Potency, µM (top dose mostly 57.5 µM), for inactives: at the highest dose activity change, negative = inhibition, most hits filed as inhibitors;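 note: potency is the fitted concentration of half-maximal effect; plate controls were vehicle for no effect and reference inhibitor for full effect; nearly all actives have a fitted effect of over 55% in size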
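Purified P. pyralis luciferase (10nM final) with 10uM D-luciferin and 10uM ATP (Km levels) in 50mM Tris acetate pH 7.5, 10mM Mg acetate, 0.01% Tween-20, 0.05% BSA; qHTS 6-point titration, ~60 µM downward; luminescence read.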
ELG1 DNA repair: qHTS screen for small molecules that inhibit ELG1-dependent DNA repair in human embryonic kidney (HEK293T) cells expressing luciferase-tagged ELG1; Potency, µM (series often up to 46.1 µM), without a hit: at the top dose activity change, negative = inhibition, usual class: inhibitors; HEK293T ELG1-luciferase reporter, luminescence, 16 h; DNA damage induced by 5-fluorouridine; 2.3% of 330,000 active; note: potency is the fitted concentration of half-maximal effect; % is set by controls: 0 for no effect and ±100 for the full control effect; nearly all actives have a fitted effect of over 55% in size
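Luminescence from the luciferase reporter, measured 30 min after ONE-Glo reagent at room temperature, was the read-out. Beforehand, 2,000 cells per well were exposed for 16 hr at 37 °C to 5-fluorouridine together with compound or vehicle.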
Menin-MLL TR inh: qHTS Assay for Inhibitors Targeting the Menin-MLL Interaction in MLL Related Leukemias: Competition With Texas Red Labeled MLL-derived Mutant Peptide; 0.23% of 270,000 active; O00255; Menin + Texas Red MLL mutant peptide, fluorescence polarization; Potency, µM (highest dose often 61.6 µM), for the others: at the top dose FP activity change, negative = inhibition, hits mostly inhibitors; AID 1768, 2009; active = well fitted inhibition curve with a large enough effect in the polarisation, with a control signal flat, not every such curve was filed as active; inconclusive = small, poorly fitted or top-dose-only effect, or effect the other way, or a change in a side signal; inactive = no such curve, though single readings can be large or run the other way; the % refers to the polarisation; note: potency is the fitted concentration of half-maximal effect; % of control where 0% means no effect; many of its hits are not listed in these tables
Target sequence (O00255 whole entry, looked up): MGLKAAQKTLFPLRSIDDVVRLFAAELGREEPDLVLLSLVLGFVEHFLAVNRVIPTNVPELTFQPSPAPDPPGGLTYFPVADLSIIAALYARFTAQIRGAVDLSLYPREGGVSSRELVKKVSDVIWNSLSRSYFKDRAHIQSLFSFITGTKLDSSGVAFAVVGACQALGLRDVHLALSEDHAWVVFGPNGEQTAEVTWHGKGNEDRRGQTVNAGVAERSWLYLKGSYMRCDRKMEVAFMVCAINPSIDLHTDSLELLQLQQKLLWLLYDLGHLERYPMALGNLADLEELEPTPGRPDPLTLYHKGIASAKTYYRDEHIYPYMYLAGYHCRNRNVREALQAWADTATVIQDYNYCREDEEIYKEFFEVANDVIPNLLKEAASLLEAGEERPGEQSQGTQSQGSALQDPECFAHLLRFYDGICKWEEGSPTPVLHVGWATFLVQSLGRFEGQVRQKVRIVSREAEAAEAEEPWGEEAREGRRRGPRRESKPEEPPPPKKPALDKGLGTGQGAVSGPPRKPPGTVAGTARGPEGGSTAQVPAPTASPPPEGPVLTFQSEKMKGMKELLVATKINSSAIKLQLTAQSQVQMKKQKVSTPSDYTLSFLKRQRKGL
Rab9 promoter act: qHTS Assay for Rab9 Promoter Activators. Potency, µM (top dose mostly 9.22 µM), without a hit: at the highest dose activation, negative = inhibition, actives largely listed as activators. Huh7 Rab9 promoter-luciferase reporter, luminescence, 24 h. 2.8% of 320,000 active; note: potency is the fitted concentration of half-maximal effect; % of control where 0% means no effect; nearly all actives have a fitted effect of over 60% in size
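Steps: seed 1500 Huh7 Rab9-luc cells per well, rest 2 h at 37 °C; add compound in DMSO; incubate 24 h; add luciferase reagent, 10 min ambient; read luminescence.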
Starred values were filed as active, the others as inactive; ? = inconclusive; . = not tested or not shown; [ ] = another dose, or the depositor's remark. Unless noted, calls come from the whole dose curve; as a rule, active = well fitted curve in the direction sought with a large enough effect; inconclusive = small, poorly fitted or top-dose-only effect, or another doubt; inactive = no such curve, though single readings can be large; an effect the other way counts as inactive or inconclusive.

Molecule	KCNH2 3.1 inh	PKM2 act	RORgamma inh	NPC1 promoter act	MBNL1-CUG inh	Mito fusion act	Gal4-VP16 FLuc	FLuc modulator	ELG1 DNA repair	Menin-MLL TR inh	Rab9 promoter act
C=CCNC(=O)CN1CCC(n2c(C)nc3cc(C(F)(F)F)ccc32)CC1	-9	3%	12%	5%	-3%	-6%	?	0%	6%	-5%	0%
CCN(Cc1ccccc1)S(=O)(=O)c1cc(C(=O)O)ccc1OC	3	5%	-13%	-5%	-15%	-9%	13%	?	-4%	-14%	0%
O=C(O)CCCNC(=O)CCCn1nnc2ccccc2c1=O	0	0%	1%	-1%	2%	0%	4%	5%	-9%	.	4%
COc1cccc(C2NC(=O)NC(C)=C2C(=O)Nc2ccc(C)cc2)c1 (stereo unspecified)	2	-18%	2%	0%	-12%	8%	-8%	0%	15%	-5%	-1%
CC(C)N1CCC(n2nccc2NC(=O)c2ccc3c(c2)OCO3)CC1	-2	3%	-2%	-3%	1%	1%	2%	-1%	6%	-20%	5%
CN(C)CCCNc1ncc(C(F)(F)F)cc1Cl	5	1%	?	1%	-1%	8%	-2%	2%	12%	-1%	-2%
Cc1[nH]c(=O)c(C#N)c(C)c1Cl	-6	1%	4%	1%	-2%	-2%	3%	2%	8%	.	8%
CC1CCN(CC(O)COc2cccc(F)c2)CC1 (stereo unspecified)	-14	0%	-13%	2%	3%	-2%	-4%	2%	1%	-6%	2%
COc1ccc(NC(=O)C2CCCN2C(=O)OCc2ccccc2)c(OC)c1 (stereo unspecified)	-7	-8%	-13%[0.365 µM]	-3%	0%	0%	.	-2%	0%	6%	-1%
Cc1cc(=O)oc2cc(OCc3ccc(C(=O)N4CCN(c5ccc([N+](=O)[O-])cc5)CC4)cc3)ccc12	-4	-6%	23%	-8%	0%	8%	?	1%	?	6%	-7%
CCN(CC)CCn1c2c(c(SCC(=O)Nc3nc4ccccc4s3)nc1=O)CCCC2	-2	.	.	0%	.	-1%	.	-1%	?	.	1%
O=C(Nc1ccc2c(c1)C(=O)NC2=O)c1ccc2ncsc2c1	7	-1%	23%	?	40%[activator]	1%	-12%	?	?	-3%	?
Cc1cc(N)n(Cc2ccc(Cl)cc2)n1	0	-3%	10%	1%	-1%	1%	-3%	1%	21%	-15%	1%
O=C(Cc1ccccc1)NNc1c2ccccc2nc2ccccc12	0	10%	?	-30%[inhibitor]	?	-7%	?	-2%	-9%	38%[activator]	-23%
O=C(NCc1ccco1)NC12CC3CC(CC(C3)C1)C2	-3	-4%	1%	1%	7%	1%	1%	-1%	5%	-11%	-1%
COCC(C)NC(=O)C(C)Oc1ccccc1 (stereo unspecified)	-19	1%	6%	-4%	.	-5%	0%	5%	14%	10%	-2%
COc1cc(OC)cc(-c2c(-c3cccs3)c3cc(-c4ccc(N(C)C)nc4)ccc3n2C)c1	-14	.	.	-7%	.	10%	.	-11%	-6%	.	-6%
COc1cccc(NC(=O)CN(C)C(=O)c2cccc(NS(=O)(=O)c3ccccc3)c2)c1	0	.	.	-1%	.	-1%	.	2%	?	.	-5%
Cc1ccc(NC(=O)c2ccc(S(=O)(=O)N3CCOCC3)cc2)nc1	-29	-12%	17%	5%	0%	-3%	6%	-3%	11%	0%	0%
Cc1cccc(N(C(=O)CNC(=O)c2ccco2)C(C(=O)NC2CCCCC2)c2cccnc2)c1 (stereo unspecified)	-9	-3%	5%	2%	-2%	0%	-13%	1%	4%	-13%	-3%
Cc1ccccc1NC(=O)CSc1nc(N)c2c3c(sc2n1)CSC(C)(C)C3	2	8%	?	-1%	7%	?	-10%	?	?	0%	-6%
COc1ccc(S(=O)(=O)N2CCCC2)cc1C(C)C	24	2%	8%	0%	-4%	6%	-2%	-1%	-4%	-16%	-14%
FC(F)Oc1ccc(NC(=S)NCc2ccccc2)cc1Cl	6	-2%	14µM*	-5%	8%	-5%	?	-5%	0%	.	-4%
O=C(Oc1ccc2c3c(c(=O)oc2c1)CCCC3)c1ccco1	-1	5%	-25%	-5%	2%	3%	-6%	17µM*	-1%	-4%	-1%
CC1CCCN(C(=O)CN(C)S(=O)(=O)c2ccc3c(c2)c(=O)n(C)c(=O)n3C)C1 (stereo unspecified)	5	.	-11%	1%	-5%	2%	3%	1%	16%	.	4%
CCc1nnc(SCC(=O)NCCC2=CCCCC2)nc1CC	-6	.	-5%	-2%	-3%	-34%[inhibitor]	0%	2%	2%	-18%	-3%
O=C(CSc1cccc2cccnc12)OCC(=O)c1ccccc1	2	2%	?	-2%	14%	1%	-4%	?	?	19%	-4%
O=C(Nc1ccc(S(=O)(=O)N2CCOCC2)cc1)c1cccc(Br)c1	-11	2%	25%	-2%	-2%	-2%	-12%	-2%	10%	47%[activator]	8%
CN(Cc1ccccc1)c1ccc([N+](=O)[O-])cc1C(=O)O	16	5%	-2%	-2%	?	-4%	-16%	-16%	4%	1%	0%
Cc1cc(C)nc(N2CCCC(CCC(=O)NCc3ccc(F)c(F)c3)C2)n1 (stereo unspecified)	-9	-7%	5%	2%	-7%	4%	10%	-1%	-17%	-12%	-5%
Cc1ccc(-n2c(C)nn(CC#N)c2=O)cc1	-13	0%	7%	-6%	-12%	2%	4%	-2%	-8%	3%	-6%
Cc1ccccc1Cc1c(C)nc2ncnn2c1C	3	-12%	-19%	-2%	-9%	3%	0%	3%	1%	-13%	-5%
CN(CCO)CCC(=O)NC1(C)CS(=O)(=O)CC1S(=O)(=O)O (stereo unspecified)	5	-4%	-17%	-1%	-8%	-1%	-1%	1%	0%	.	0%
Cc1cc(NC(=O)CSc2nc3c(cc2C#N)CCCCC3)no1	-12	6%	13%	1.4µM*	2%	8%	-5%	?	?	1%	2µM*
COc1ccc(CSc2nnc3n(C)c(=O)c4c5c(sc4n23)CCCC5)cc1	.	3%	?	5%	8%	5%	2%	-1%	4%	-2%	3%
Cc1c(C(=O)OCC(=O)NCCN2C(=O)CSC2=O)cccc1[N+](=O)[O-]	-21	.	.	-3%	.	0%	.	0%	14%	.	0%
CCCC1C(C(=O)OCC)=C(C)NC(C)=C1C(=O)OCC	-14	0%	17%	-2%	3%	?	-5%	7%	-13%	3%	3%
CCOC(=O)C1=C(COC(=O)/C=C/c2ccc(OC)cc2)NC(=O)NC1C (stereo unspecified)	-5	.	.	-14%	.	1%	.	-9%	?	.	-15%
CCC/C(O)=C1\C(=O)CCCC1=NCCCCCC(=O)O	-11	-5%	23%	14%	-2%	-1%	0%	2%	13%	-2%	-1%
O=C(NCC1CCCO1)C(=Cc1cccc([N+](=O)[O-])c1)C(=O)NCC1CCCO1 (stereo unspecified)	-27	-11%	?	-5%	10%	3%	-1%	1%	?	-1%	1%
Nc1cccc2nsnc12	-3	-1%	0%	-4%	11%	0%	-7%	0%	-3%	.	0%
CCOCCCNC(=O)C(c1ccc(Cl)cc1)N1CCC2(CC1)OCCO2 (stereo unspecified)	21	3%	18%	2%	-3%	1%	2%	-1%	9%	-11%	1%
CCc1cccc2sc(NC(=O)C3CC3)nc12	13	-6%	18%	8%	-14%	3%	2%	-2%	3%	32%[activator]	13%
O=C(c1ccccc1)c1cnc[nH]1	9	-6%	12%	-1%	-2%	-2%	21%	-9%	?	.	3%
CCNc1nc(NCC)n2c(SCC(=O)Nc3ccc(C(F)(F)F)cc3[N+](=O)[O-])nnc2n1	-15	-13%	-5%	0%	?	5%	-11%	-1%	11%	-5%	0%
O=C(c1ccc(Cn2cc([N+](=O)[O-])cn2)o1)N1N=C(C(F)F)CC1(O)C(F)F (stereo unspecified)	15	-1%	3%	0%	7%	-2%	1%	2%	-14%	11%	-3%

An excerpt, so the mix of outcomes need not match the whole.
